# Compound activity: PubChem BioAssay, National Center for Advancing Translational Sciences (NCATS)
# 15-hLO-2 inh: 15-hLO-2 (ALOX15B) enzyme inhibition. O15296. hit rate 0.56% among 110,000. purified 15hLO-2, xylenol orange hydroperoxide absorbance. Potency, µM (top dose mostly 57.1 µM), for inactives: at the top dose activity change, negative = inhibition, actives largely listed as inhibitors. AID 881; note: potency is the fitted concentration of half-maximal effect; nearly all actives have a fitted effect of over 60% in size; many of its hits are not listed in these tables
# Target sequence (O15296 whole entry, looked up): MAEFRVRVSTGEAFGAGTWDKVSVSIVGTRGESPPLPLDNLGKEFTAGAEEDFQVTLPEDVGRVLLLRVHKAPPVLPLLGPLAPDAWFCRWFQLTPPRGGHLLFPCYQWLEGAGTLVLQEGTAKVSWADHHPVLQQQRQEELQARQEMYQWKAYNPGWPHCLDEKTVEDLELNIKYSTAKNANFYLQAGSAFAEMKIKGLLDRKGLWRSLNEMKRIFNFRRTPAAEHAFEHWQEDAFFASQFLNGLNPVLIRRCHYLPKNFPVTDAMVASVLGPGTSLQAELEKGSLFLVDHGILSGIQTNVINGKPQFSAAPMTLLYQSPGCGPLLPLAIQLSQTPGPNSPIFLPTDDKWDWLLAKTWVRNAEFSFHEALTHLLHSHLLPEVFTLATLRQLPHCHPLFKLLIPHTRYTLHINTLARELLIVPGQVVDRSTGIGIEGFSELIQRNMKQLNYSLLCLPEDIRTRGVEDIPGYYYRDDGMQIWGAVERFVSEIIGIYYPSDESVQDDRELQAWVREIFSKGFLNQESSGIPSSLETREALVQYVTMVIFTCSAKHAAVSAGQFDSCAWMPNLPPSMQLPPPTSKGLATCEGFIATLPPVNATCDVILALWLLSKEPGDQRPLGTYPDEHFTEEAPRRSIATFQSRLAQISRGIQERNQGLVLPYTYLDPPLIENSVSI
#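 Read-out: hydroperoxide product oxidises ferrous iron, measured as xylenol orange complex via the 573-to-405 nm absorbance ratio after 30 min. Reaction: 50 nM enzyme, 15 min compound preincubation, 45 uM arachidonic acid, 90 min RT, Hepes pH 7.5 with Triton X-100.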
# ALOX12 inhib: 12-hLO (ALOX12) enzyme inhibition; P18054; purified 12-hLO, xylenol orange hydroperoxide absorbance; AID 1452; Potency, µM (doses to about 57.1 µM), inactives show at the highest dose activity change, negative = inhibition, actives largely listed as inhibitors; hit rate 0.12% among 150,000; note: potency is the fitted concentration of half-maximal effect; nearly all actives have a fitted effect of over 55% in size; many of its hits are not listed in these tables
#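 Hydroperoxide output read as Fe(III)-xylenol orange absorbance, 573-to-405 nm ratio, after 30 min reaction with 40 uM arachidonic acid. Enzyme: 150 nM purified human 12hLO, 15 min compound preincubation; 25 mM Hepes pH 7.0, room temperature.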
# IMPase inh: IMPase inhibition in cells; P97697; CHO-M1 cells, IP1 accumulation, HTRF TR-FRET ratio; inhibition (IP1 accumulation), % at 46.1 µM; 120,000 tested, under 10 active; AID 901; active = well fitted curve in the direction sought with a large enough effect in the signal ratio, not every such curve was filed as active; inconclusive = small, poorly fitted or top-dose-only effect, or a change in a side signal; inactive = no such curve, though single readings can be large or run the other way; the % refers to the signal ratio;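 note: cells stimulated with carbachol in lithium chloride buffer; plate controls were DMSO basal wells for no effect and reference inhibitor wells for full effect; higher means more IMPase inhibition seen as more IP1 and lower FRET ratio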
#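 Seeded CHO-M1 cells were dosed with compound at up to 46 uM, stimulated with carbachol for 30 min, then lysed in IP-One detection reagents. Higher IP1 lowers the TR-FRET signal.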
# PNC assembly inh: inhibitors of perinucleolar compartment assembly | PC3M PTB-GFP, PNC prevalence imaging, 16 h; hits give low values | activity change (PNC), negative = inhibition, % at 10 µM | hit rate 3.1% among 140,000;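 active = readout at or below -70, meaning at least 70% loss of cells showing the perinucleolar compartment, a nuclear body marking cancer cells; inconclusive = readout between -30 and a set limit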;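 note: plate controls were DMSO wells for no effect and camptothecin positive control wells for full effect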
#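 Read-out is percentage of cells bearing a perinucleolar compartment, from automated 20x imaging of fixed, Hoechst-stained PC3M PTB-GFP cells. Cells were seeded 4 h, then exposed 16 h to compound (23 nl of library stock) in duplicate plates.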
# * = called active by the depositor; ? = inconclusive; . = not tested or not shown; [ ] = remark or other dose. Unless noted, calls come from the whole dose curve; as a rule, active = well fitted curve in the direction sought with a large enough effect; inconclusive = small, poorly fitted or top-dose-only effect, or another doubt; inactive = no such curve, though single readings can be large; an effect the other way counts as inactive or inconclusive. Unless noted, % is set by controls: 0 for no effect and ±100 for the full control effect.
SMILES,15-hLO-2 inh,ALOX12 inhib,IMPase inh,PNC assembly inh
O=C1/C(=C/c2cccs2)SC(=S)N1c1ccccc1,-4%,-4%,2,6
Cn1cc(C2=C(c3ccc(Cl)cc3Cl)C(=O)NC2=O)c2ccccc21,8%,-5%,7,.
NC(=S)NCCC[C@@H](N)C(=O)O,-8%,-5%,9,.
CC1CC[C@@]2(OC1)OC1CC3C4CC=C5CC(O)CC[C@@]5(C)C4CC[C@]3(C)C1C2C (stereo not given in full),3%,0%,.,.
Cc1ccccc1S(=O)(=O)Nc1cccnc1,.,-4%,-2,-9
CCc1c(C(=O)NCc2ccccc2Cl)[nH]c(C)c1C(C)=O,-3%,-6%,-1,28
COc1ccc(C2CC(=O)Oc3cc(C)cc(C)c32)cc1 (stereo not given),2%[0.0915 µM],-4%[0.00818 µM],.,.
Cn1cccc1CNC(=O)Nc1ccc(Cl)cc1,-19%,-18%,-3,?
Brc1[nH]nc2ccccc12,0%,-1%,-3,33
COC(=O)C1=CNC=C(C(=O)OC)C1c1ccccc1Cl,1%,-6%,-16,?
Cn1c(SCC(=O)NCc2ccco2)nnc1-c1ccc(S(=O)(=O)N2CCOCC2)cc1,8%,-5%,-1,-100*
CCOC(=O)N1CCC(c2cc(=O)n3[nH]c(C)c(-c4ccc(F)cc4)c3n2)CC1,1%,-1%,-11,-21
CCOc1ccc(/C(O)=C2/C(=O)C(=O)N(c3cc(C)on3)C2c2ccc(C(=O)OC)cc2)cc1 (stereo not given),-3%,0%,-13,-20
CCOC(=O)C(=O)Nc1ccc([N+](=O)[O-])cc1OC,.,1%,.,6
Cc1ccccc1NC(=S)NCc1ccc2c(c1)OCO2,-27%,?,9,36
CC1(C)CC(=O)c2c(n(S(=O)(=O)c3ccccc3)c3ccc(NS(=O)(=O)c4ccccc4)cc23)C1,.,-6%,-1,24
CC(=O)NCCC(=O)Nc1cccc(S(=O)(=O)N(C)c2ccccc2)c1,.,-2%,.,14
Cc1cc(C)c([N+](=O)[O-])cc1NC(=O)CCSc1ccccc1Cl,.,3%,.,-16
COc1cc2c(cc1OC)C(c1ccc3c(c1)OCO3)C1=C(CC(C)(C)CC1=O)N2 (stereo not given),4%,-4%,-2,2
Cc1cccc(C)c1NC(=O)CNc1ncnc2sc(C)c(C)c12,.,0%,-6,-22
N#Cc1c2c(nc(N)c1-c1ccccc1)CCCCC2,5%,-1%,9,?
Cc1ccc(Sc2cnc3ccccc3n2)cc1,5%,1%,-15,-23
Cc1cc(C)c2c(N=CN(C)C)c(C(=O)N3CCN(c4ncccn4)CC3)sc2n1,-5%,-2%,-8,-17
COC(=O)c1ccc(N2CCC(c3cc(-c4ccc(OC)cc4)n[nH]3)CC2)c([N+](=O)[O-])c1,28%,6%,15,-3
O=C1N(c2cccc(Cl)c2)C(c2ccccc2)N2CCCN12 (stereo not given),.,-1%,-6,-23
O=S(=O)(N1CCOCC1)N1CCCN(S(=O)(=O)N2CCOCC2)CC1,4%,4%,9,?
Cc1ccc(CCNC(=O)C2CCC(=O)N2C2CCCC2)cc1 (stereo not given),-1%[2.29 µM],-8%,9,?
COc1cc(CCC(=O)Nc2ccc(Br)c(C(F)(F)F)c2)cc(OC)c1OC,.,-4%,.,27
NC(=O)[C@@H]1CCCNc2c(F)cc([N+](=O)[O-])cc2C(=O)N[C@@H](CO)C(=O)NCC(=O)N1,.,-8%,.,?
CC(=O)Nc1ccc(S(=O)(=O)N2CCN(C)CC2)cc1,-2%,5%,-5,19
CC(=O)C1C(c2ccc(Br)cc2)C2C(C)=NN=C2CC1(C)O (stereo not given),.,0%,8,?
c1ccc(Oc2ccc(-n3cnnn3)cc2)cc1,4%,2%,10,14
O=C(COc1ccccc1)Nc1nc(-c2ccc(S(=O)(=O)N3CCOCC3)cc2)cs1,-8%,-1%,0,-25
Cc1ccc(S(=O)(=O)N(Cc2nccn2C)C(C)C)cc1,6%,-2%,-6,?
COC(=O)C(C)N(C(=O)c1cccc2ccccc12)c1c(C)cccc1C (stereo not given),-9%,-6%,11,43
Cc1ccc(-c2nnc(N3CCCCC3)c3ccccc23)cc1S(=O)(=O)NCC1CCCO1 (stereo not given),-16%,0%,-5,-3
Cc1ccccc1N(CC(=O)Nc1ccccc1C(=O)O)S(C)(=O)=O,4%,-1%,12,?
COc1ccccc1C(=O)Nc1cccc(N(C)S(C)(=O)=O)c1,.,0%,-3,-100*
O=c1[nH]c(=O)n(-c2ccccc2)c2c1C(C(F)(F)F)(C(F)(F)F)N=C(CCC1CCCCC1)N2,.,17%,.,20
Cc1occc1C(=O)Nc1cccc(Cn2cccn2)c1,3%,-3%,-10,-11
O=C(CSc1nc(O)cc(=O)n1-c1ccccc1)N1CCCCC1,5%,-7%,-1,-29
COc1ccc(CNC(=O)C(c2ccc(C)o2)N(C(=O)c2csnn2)c2ccc(C(C)C)cc2)cc1 (stereo not given),-22%,-1%,6,-22
CC(C)c1nc(SCc2c(F)cccc2Cl)c2c(=O)n(C)c(=O)n(C)c2n1,1%,-4%,-3,-30
Cc1cc2c(c(=O)n1C)C(Cc1ccccc1)C(C#N)=C(N)O2 (stereo not given),3%,1%,-2,32
O=C(O)c1cc(=O)c2cccc(O)c2[nH]1,18%,-6%,.,.
COc1cc2cc(CN(Cc3nnnn3C3CCCC3)C3CCCC3)c(=O)[nH]c2cc1OC,0%,-1%,-8,?
CCCc1nc2ccccc2c(C(=O)OCC(=O)N2CCc3ccccc32)c1CC,.,3%,8,-24
Cc1cc(C)c(NC(=O)COC(=O)c2cccc3c2C(=O)c2ccccc2C3=O)c(C)c1,.,0%,.,28
COc1ccccc1N1CCN(CCCCNC(=O)c2ccc(-c3ccc(C(C)=O)cc3)cc2)CC1,26%,-2%,9,.
C/C(=N\NC(=O)CNC(=O)C(c1ccccc1)c1ccccc1)c1ccc(C(C)(C)C)cc1,.,0%,-3,-2
COC(=O)c1ccc(C)c(NS(=O)(=O)c2ccc3c(c2)OCCO3)c1,9%,-7%,-2,-112*
CC(C)CC(COCc1ccc(Cl)cc1)N1CCN(C(=O)c2ccc(C(F)(F)F)cc2)CCC1=O (stereo not given),.,-3%,.,50
CC1=C(C(=O)Nc2ccc(F)c(F)c2)C(c2cccs2)NC(=S)N1 (stereo not given),.,-2%,.,-17
CCCC(O)(CCC)C(=O)NN1CCCCC1,-4%,5%,5,17
COc1ccc(C(=O)NNC2=NC(C)(C)Cc3cc(C)c(C)cc32)cc1,1%[11.4 µM],1%,0[1.84 µM],10
Cc1cc(N)ccc1N=Nc1c(C)n(C)n(-c2ccccc2)c1=O,.,0%,.,17
CCCCC(=O)Nc1cc(OC)c(NC(=O)C2CCCCC2)cc1OC,-9%,-3%,2,28
C=CCn1c(N)c(C(=O)Nc2ccccc2)c2nc3ccccc3nc21,-5%,-12%,4,?
Cc1ccc2occ(/C=N/O)c(=O)c2c1,-7%,-10%,2,12
Cc1ccc(Nc2cc(C)nc3c(C)ccc([N+](=O)[O-])c23)cc1,.,-3%,.,23

# Copied from above (5 entries):
SMILES,15-hLO-2 inh,ALOX12 inhib,IMPase inh,PNC assembly inh
C/C(=N\NC(=O)CNC(=O)C(c1ccccc1)c1ccccc1)c1ccc(C(C)(C)C)cc1,.,0%,-3,-2
COC(=O)c1ccc(C)c(NS(=O)(=O)c2ccc3c(c2)OCCO3)c1,9%,-7%,-2,-112*
CC(C)CC(COCc1ccc(Cl)cc1)N1CCN(C(=O)c2ccc(C(F)(F)F)cc2)CCC1=O (stereo not given),.,-3%,.,50
CC1=C(C(=O)Nc2ccc(F)c(F)c2)C(c2cccs2)NC(=S)N1 (stereo not given),.,-2%,.,-17
CCCC(O)(CCC)C(=O)NN1CCCCC1,-4%,5%,5,17

# Next entries:
SMILES,15-hLO-2 inh,ALOX12 inhib,IMPase inh,PNC assembly inh
Cc1cc(C(=O)Nc2cccc(C(=O)O)c2)c(C)o1,6%,6%,-3,-18
O=[N+]([O-])c1ccccc1/C=C/C=N/n1c(-c2ccccc2)n[nH]c1=S,.,-14%,.,-27
O=C(C1CCC1)N1CCC(c2nc3c(nnn3Cc3c(F)cccc3Cl)c(=O)[nH]2)CC1,-8%,-1%,3,?
CC1(C)CC(=O)C2=C(C1)N=c1s/c(=C/c3ccc(F)c(F)c3)c(=O)n1C2c1ccc(F)cc1 (stereo not given),-6%,1%,-4,-22
CC(C)(C)NC(=O)Cn1cc(C#N)c2cc(Br)ccc21,-5%,-5%,-5,25
COc1ccc(Cl)cc1C(=O)NNC(=S)NC(=O)c1cc(-c2ccccc2)nc2ccccc12,-9%,3%,7,53
CC1=C(C(=O)NCc2ccco2)C2(CCC(C)CC2)OC1=O (stereo not given),.,-3%,-6,7
CCCCOC(=O)Cn1c(-c2ccccc2)nc2ccccc2c1=O,.,-5%,.,20
CCOC(=O)c1cnc(SC)nc1Nc1cccc2ccccc12,.,1%,-19[0.369 µM],-24

# Whole records from above. Values in the order: 15-hLO-2 inh, ALOX12 inhib, IMPase inh, PNC assembly inh
# `Cc1ccccc1NC(=S)NCc1ccc2c(c1)OCO2` as listed: -27%, ?, 9, 36
# `Cc1ccc(S(=O)(=O)N(Cc2nccn2C)C(C)C)cc1` as listed: 6%, -2%, -6, ?
# `Cc1ccc2occ(/C=N/O)c(=O)c2c1` as listed: -7%, -10%, 2, 12
# `Cc1occc1C(=O)Nc1cccc(Cn2cccn2)c1` as listed: 3%, -3%, -10, -11

# Some of the compounds tested; count on the stated rates, not on these rows.
